CHRM4 PAM – CHRM4 positive allosteric modulation; 360,000 compounds, 0.4% hits; P08173; activation, % at 3 µM; CHO-K1 hM4/Gqi5, Fluo-8 calcium fluorescence, ACh EC20; 0% = ACh EC20, 100% = maximal ACh;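 active = activation above its plate's cutoff, the mean activation of sample wells plus 3 SD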; note: some results filed as inactive read as strong as hits
Target sequence (P08173 whole entry, looked up): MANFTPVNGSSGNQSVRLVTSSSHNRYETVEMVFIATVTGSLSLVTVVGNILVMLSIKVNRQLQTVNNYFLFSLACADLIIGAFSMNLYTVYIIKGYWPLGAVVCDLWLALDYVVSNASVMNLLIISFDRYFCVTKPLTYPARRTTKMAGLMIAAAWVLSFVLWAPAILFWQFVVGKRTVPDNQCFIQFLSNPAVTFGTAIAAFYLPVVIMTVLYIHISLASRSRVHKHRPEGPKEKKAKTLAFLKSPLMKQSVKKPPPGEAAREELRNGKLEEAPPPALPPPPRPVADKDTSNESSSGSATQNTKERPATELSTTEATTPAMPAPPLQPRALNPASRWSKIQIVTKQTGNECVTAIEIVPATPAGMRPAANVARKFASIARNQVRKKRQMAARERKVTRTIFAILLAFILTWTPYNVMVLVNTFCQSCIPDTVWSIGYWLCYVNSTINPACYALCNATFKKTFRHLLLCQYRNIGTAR
M5 PAM – CHRM5 positive allosteric modulation; P08912; CHO-K1 hM5, Fluo-8 calcium, ACh EC20 PAM; 0% = ACh EC20, 100% = ACh EC100; activation, % at 3 µM; 360,000 compounds, 0.3% hits;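 active = activation above the run cutoff, the mean activation of all test compounds plus 3 SD, cut at about 18% in these data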
Target sequence (P08912 whole entry, looked up): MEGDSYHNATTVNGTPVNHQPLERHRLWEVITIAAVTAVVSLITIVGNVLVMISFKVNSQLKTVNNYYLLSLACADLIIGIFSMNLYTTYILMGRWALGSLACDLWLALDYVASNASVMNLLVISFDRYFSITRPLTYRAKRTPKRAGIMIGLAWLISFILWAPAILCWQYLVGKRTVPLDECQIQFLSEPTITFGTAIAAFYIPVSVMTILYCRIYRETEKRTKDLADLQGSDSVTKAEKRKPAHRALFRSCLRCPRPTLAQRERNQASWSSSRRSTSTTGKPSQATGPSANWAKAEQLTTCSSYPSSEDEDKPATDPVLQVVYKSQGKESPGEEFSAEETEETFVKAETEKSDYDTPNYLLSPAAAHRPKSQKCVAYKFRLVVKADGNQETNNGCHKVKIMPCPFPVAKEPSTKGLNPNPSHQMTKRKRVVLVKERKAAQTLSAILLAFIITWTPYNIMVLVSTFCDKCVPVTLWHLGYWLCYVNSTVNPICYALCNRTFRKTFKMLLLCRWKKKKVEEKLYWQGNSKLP
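Replicates: One well per compound, no replicates | System: Human M5 receptor in CHO-K1 cells | Benchmarks: Low control EC20 acetylcholine (0%), high control EC100 acetylcholine (100%) | Probe or stimulus: Acetylcholine, EC20 level | Times: Fluo-8 loading 80 min at 37 °C plus 30 min room temperature | Signal: Intracellular calcium via Fluo-8 fluorescence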
CHRM4 agonist – CHRM4 agonism in calcium assay. P08173. CHO-K1 hM4/Gqi5, Fluo-8 calcium fluorescence; vehicle 0%, full acetylcholine response 100%. activation, % at 3 µM. 360,000 compounds, 0.14% hits. AID 624127;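 active = activation above the run mean over all test wells plus 3 SD, cut at about 32% in these data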;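 note: peak over basal fluorescence ratio per well then scaled between controls; 0% = DMSO wells and 100% = acetylcholine at EC100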
CHRM5 agonist – CHRM5 agonism in calcium assay; CHO-K1 hM5 cells, Fluo-8 calcium fluorescence; 0% DMSO wells, 100% maximal acetylcholine response; 360,000 compounds, 0.19% hits; activation, % at 3 µM;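 active = activation above the run's mean over test compounds plus 3 SD, cut at about 23% in these data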;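 note: signal is peak over basal fluorescence ratio across the kinetic read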
CHO-K1 Ca ag – counter-screen for M1 agonists: effect in parental CHO-K1 cells | Fluo-8 calcium fluorescence; scaled to maximal ATP response, vehicle zero | 360,000 compounds, 0.48% hits | activation, % at 3 µM; in the data active = activation above about 15%;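 note: untransfected CHO-K1 host cells lacking M1 receptor as counterscreen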
CHO-K1 Ca antag – nonselective inhibitor or artifact in parental CHO-K1 cells; 360,000 compounds, 0.6% hits; AID 602250; inhibition, % at 3 µM; ATP-induced calcium, Fluo-8 fluorescence;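 active = inhibition above a per-plate cutoff, the plate's mean sample inhibition plus 3 SD, cut at about 24% in these data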;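 note: 0% = DMSO plus EC80 ATP and 100% = DMSO alone without ATP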
CHO-K1 Ca PAM – M1 PAM counterscreen hit in parental CHO-K1 cells | ATP EC20, Fluo-8 calcium fluorescence; 0% at ATP EC20, 100% at ATP max | activation, % at 3 µM | 360,000 compounds, 0.02% hits | AID 602247;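 active = activation above the run cutoff, the mean activation of all test compounds plus 3 SD, cut at about 40% in these data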;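 note: peak over basal fluorescence ratio in a 140 s read after ATP addition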
CHRM4 antagonist – blocks acetylcholine activation of human M4 receptor. P08173. 360,000 compounds, 0.73% hits. CHO-hM4 cells, ACh EC80, Fluo-8 calcium fluorescence. inhibition, % at 3 µM;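 active = inhibition above its plate's cutoff, the mean inhibition of sample wells plus 3 SD, cut at about 27% in these data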;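 note: 0% = acetylcholine EC80 with DMSO and 100% = DMSO without agonist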
M5 antag – antagonists of human muscarinic M5 receptor (CHRM5); 360,000 compounds, 0.59% hits; inhibition, % at 3 µM; P08912; CHO-hM5 cells, Fluo-8 calcium fluorescence, ACh EC80;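 active = inhibition above a per-plate cutoff, the mean of that plate's test compounds plus 3 SD, cut at about 27% in these data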;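 note: 0% = acetylcholine EC80 with DMSO and 100% = DMSO without agonist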
* hit, by the source's call.

1. CCCCN1CC(COCc2ccccc2)Oc2cccc(F)c2S1(=O)=O (stereo unspecified)
2. COC(=O)c1cc(-c2ccc(C)o2)nc2ccccc12
3. O=C1NC(=O)N(Cc2ccccc2F)C1=O
4. O=C(NCc1ccncc1)C(=O)N/N=C/c1cccnc1
5. Cc1nc(C)n(C)c(=O)c1-c1ccccc1
6. CN(c1ccccc1)S(=O)(=O)c1cccc(C(=O)OCC(=O)NCc2ccccc2)c1
7. NC1=NC[C@H](Cc2ccccc2)N1CCc1cc(C(F)(F)F)cc(C(F)(F)F)c1
8. COCCCNC(=O)c1c(N)n(-c2ccccc2)c2nc3ccccc3nc12

compound no.	1	2	3	4	5	6	7	8
CHRM4 PAM	-2	4	-1	11	1	-6	1	-12
M5 PAM	-4	-6	-1	9	6	-7	-14	-16
CHRM4 agonist	2	3	0	2	1	13	-1	7
CHRM5 agonist	-1	-2	-1	-5	-2	-5	-10	-3
CHO-K1 Ca ag	-0.1	0.1	0.0	-0.3	-0.3	8.1	0.9	2.9
CHO-K1 Ca antag	-6	-7	-5	-22	1	0	-4	7
CHO-K1 Ca PAM	4	19	3	-1	9	-9	14	-17
CHRM4 antagonist	-8	-14	0	-3	-20	-14	-8	10
M5 antag	1	-1	8	3	-7	10	8	15

3 of the entries above in order of the CHRM4 agonist value, descending.
| entry | Compound | CHRM4 PAM | M5 PAM | CHRM4 agonist | CHRM5 agonist | CHRM4 antagonist | M5 antag |
| --- | --- | --- | --- | --- | --- | --- | --- |
| 6 | CN(c1ccccc1)S(=O)(=O)c1cccc(C(=O)OCC(=O)NCc2ccccc2)c1 | -6 | -7 | 13 | -5 | -14 | 10 |
| 8 | COCCCNC(=O)c1c(N)n(-c2ccccc2)c2nc3ccccc3nc12 | -12 | -16 | 7 | -3 | 10 | 15 |
| 5 | Cc1nc(C)n(C)c(=O)c1-c1ccccc1 | 1 | 6 | 1 | -2 | -20 | -7 |

Other entries
9. Cc1ccccc1CSc1n[nH]c(NS(=O)(=O)c2ccccc2)n1
10. CCN(CC)CCCNC(=O)c1cn(C)c(=O)c2c1c1ccccc1n2C
11. CCN(CC)C(=O)CC(c1ccc(F)cc1)c1ccc(OC)cc1 (stereo unspecified)
12. O=C(CSc1nc(-c2ccccc2)c(-c2ccccc2)o1)N1CCOCC1
13. COc1ccc(NC(=O)C(NC(=O)c2ccc(C)cc2)c2ccccc2)cc1 (stereo unspecified)
14. COc1ccc(Cc2nc(N)nc(N)n2)cc1
15. COc1cc(OC)cc(C(=O)N[C@H](C(=O)OCC(=O)c2ccc(C)c([N+](=O)[O-])c2)C(C)C)c1
16. CC(C)C[C@H](CO)Nc1nc(Nc2cccc(Cl)c2)c2ncn(C(C)C)c2n1

compound no.	9	10	11	12	13	14	15	16
CHRM4 PAM	1	-6	-4	3	2	3	4	0
M5 PAM	11	-3	5	4	0	1	5	-2
CHRM4 agonist	4	0	0	4	-1	1	6	1
CHRM5 agonist	5	-3	-4	-6	-2	-3	-5	-11
CHO-K1 Ca ag	5.7	0.1	-0.6	0.6	-0.5	0.6	4.0	-0.8
CHO-K1 Ca antag	-21	-4	16	5	7	-12	-18	-10
CHO-K1 Ca PAM	16	3	-10	0	-11	19	27	8
CHRM4 antagonist	-4	6	-2	-4	-8	-6	-20	-7
M5 antag	-13	5	-3	5	4	-6	1	7

17. COc1cc([N+](=O)[O-])ccc1NC(=O)Cc1ccc(F)cc1
18. COc1ccc2c(c1)-c1nc(/N=C/c3cccc(OC)c3O)sc1CC2
19. COCc1c(C(=O)OCc2nc3ccsc3c(=O)[nH]2)oc2ccccc12
20. Cc1sc2nc(C(C)C)oc(=O)c2c1C
21. Cn1c(CNS(=O)(=O)c2ccc(Cl)cc2)n[nH]c1=S
22. CC(C)(C)NC(=O)COC(=O)/C=C/c1ccc(F)cc1
23. O=C(NCCC1CCCCN1S(=O)(=O)c1cccs1)C(=O)Nc1ccccc1F (stereo unspecified)
24. COc1ccc2c(C)cc(=O)oc2c1C

compound no.	17	18	19	20	21	22	23	24
CHRM4 PAM	6	4	2	1	2	0	0	-4
M5 PAM	4	1	-5	-15	-3	-3	1	-8
CHRM4 agonist	0	1	3	0	1	2	0	0
CHRM5 agonist	-2	-2	0	-7	1	-1	3	-7
CHO-K1 Ca ag	0.1	0.2	0.6	0.0	0.4	0.7	0.2	-0.2
CHO-K1 Ca antag	4	6	-8	-3	-12	-13	9	-3
CHO-K1 Ca PAM	-5	11	14	10	10	22	-13	-4
CHRM4 antagonist	-6	2	1	1	-17	-7	-1	3
M5 antag	6	-1	11	-5	1	-5	-2	13

Laid out differently: entries from further up.
No.	smiles	CHRM4 PAM	M5 PAM	CHRM4 agonist	CHRM5 agonist	CHO-K1 Ca ag	CHO-K1 Ca antag	CHO-K1 Ca PAM	CHRM4 antagonist	M5 antag
13	COc1ccc(NC(=O)C(NC(=O)c2ccc(C)cc2)c2ccccc2)cc1 (stereo unspecified)	2	0	-1	-2	-0.5	7	-11	-8	4
14	COc1ccc(Cc2nc(N)nc(N)n2)cc1	3	1	1	-3	0.6	-12	19	-6	-6
15	COc1cc(OC)cc(C(=O)N[C@H](C(=O)OCC(=O)c2ccc(C)c([N+](=O)[O-])c2)C(C)C)c1	4	5	6	-5	4.0	-18	27	-20	1
16	CC(C)C[C@H](CO)Nc1nc(Nc2cccc(Cl)c2)c2ncn(C(C)C)c2n1	0	-2	1	-11	-0.8	-10	8	-7	7
17	COc1cc([N+](=O)[O-])ccc1NC(=O)Cc1ccc(F)cc1	6	4	0	-2	0.1	4	-5	-6	6
18	COc1ccc2c(c1)-c1nc(/N=C/c3cccc(OC)c3O)sc1CC2	4	1	1	-2	0.2	6	11	2	-1
19	COCc1c(C(=O)OCc2nc3ccsc3c(=O)[nH]2)oc2ccccc12	2	-5	3	0	0.6	-8	14	1	11
20	Cc1sc2nc(C(C)C)oc(=O)c2c1C	1	-15	0	-7	0.0	-3	10	1	-5
21	Cn1c(CNS(=O)(=O)c2ccc(Cl)cc2)n[nH]c1=S	2	-3	1	1	0.4	-12	10	-17	1
22	CC(C)(C)NC(=O)COC(=O)/C=C/c1ccc(F)cc1	0	-3	2	-1	0.7	-13	22	-7	-5
23	O=C(NCCC1CCCCN1S(=O)(=O)c1cccs1)C(=O)Nc1ccccc1F (stereo unspecified)	0	1	0	3	0.2	9	-13	-1	-2
24	COc1ccc2c(C)cc(=O)oc2c1C	-4	-8	0	-7	-0.2	-3	-4	3	13

Next section:
25. CCCCC(=O)NC(=S)Nc1ccc(NC(=O)C(C)C)c(OC)c1
26. C[C@]12C=CC(=O)C=C1CC[C@@H]1C2C(O)C[C@@]2(C)C1CC[C@]2(O)C(=O)COC(=O)CCC(=O)NC(CC(=O)O)C(=O)O (stereo partly specified)
27. CCCC(=O)Nc1ccc(-c2nc3ncccc3o2)cc1
28. CCC(=O)NC(c1cccs1)c1cc(Cl)c2ccccc2c1O (stereo unspecified)
29. CCOC(=O)c1sc(/N=C/c2ccc(O)cc2O)cc1C
30. CCOC(=O)c1c(NC(=O)COC(=O)c2ccc(Cl)nc2)sc(C(=O)N(C)C)c1C
31. COc1ccc(C(=O)Nc2cc(S(=O)(=O)N3CCCC3)ccc2Cl)cc1
32. CC(C)C(NC(=O)c1ccccc1)C(=O)N1CCCCCC1 (stereo unspecified)

compound no.	25	26	27	28	29	30	31	32
CHRM4 PAM	-2	2	-4	-6	6	8	3	4
M5 PAM	-1	0	-1	-12	1	-3	7	0
CHRM4 agonist	6	0	1	2	0	5	5	1
CHRM5 agonist	1	-1	5	-3	-1	7	0	-5
CHO-K1 Ca ag	3.4	0.1	0.2	-0.5	-0.1	1.7	0.4	2.0
CHO-K1 Ca antag	-6	-3	1	-6	-12	-9	-8	-17
CHO-K1 Ca PAM	16	6	7	-5	26	6	4	27
CHRM4 antagonist	-10	7	-2	12	2	-12	-5	4
M5 antag	-1	5	-1	20	-6	4	0	-3

33. O=C(CCN1C(=O)S/C(=C\c2ccccc2)C1=O)Nc1ccc(S(=O)(=O)Nc2nccs2)cc1
34. CCc1cc2c(=O)n(CCCOC)c(SCC(=O)Nc3oc(C)c4c(C)n[nH]c(=O)c34)nc2s1
35. Cc1cccc(C)c1NC(=O)CSc1nnc([C@H](C)NC(=O)OC(C)(C)C)o1
36. CCC(C)c1ccc2oc(-c3ccc(NC(=O)Cn4cnc5c(=O)n(C)c(=O)n(C)c54)cc3)nc2c1 (stereo unspecified)
37. CN(C(=O)c1cccc(NC(=O)c2ccco2)c1)c1ccccc1
38. CCCCNC(=O)c1ccc(CS(=O)(=O)c2cccc(C(F)(F)F)c2)o1
39. COc1cc(/C=C2\SC(=S)N(N(C)c3ccccc3)C2=O)ccc1O
40. CCC(CC)NC(=O)CN(c1ccccc1OC)S(=O)(=O)c1cccs1

compound no.	33	34	35	36	37	38	39	40
CHRM4 PAM	1	0	1	6	-1	16	-10	3
M5 PAM	-5	-3	3	0	0	5	-7	4
CHRM4 agonist	0	1	0	1	1	3	5	0
CHRM5 agonist	-2	0	-1	0	2	0	6	-7
CHO-K1 Ca ag	-0.1	4.1	0.1	0.6	0.8	1.1	2.5	0.3
CHO-K1 Ca antag	14	-1	-8	-1	-25	-9	9	-4
CHO-K1 Ca PAM	-1	24	19	16	8	20	-16	2
CHRM4 antagonist	13	-3	4	11	-7	-18	-3	-22
M5 antag	7	9	-3	-3	4	-2	3	-6

41. N#CC(c1ccc(N)cc1)C(CC(=O)c1ccccc1)c1ccccc1 (stereo unspecified)
42. Cc1cc(-n2cc(Br)c(=O)[nH]c2=O)nc(-c2ccccc2)n1
43. COc1c(C=O)c2c(c(OC)c1OC)-c1ccc(OC)c(=O)cc1C(NC(C)=O)CC2 (stereo unspecified)
44. COc1ccc(-c2cc(C(F)F)n3ncc(C(=O)Nc4cccc(S(=O)(=O)N5CCOCC5)c4)c3n2)cc1
45. C=CCN1C(=O)c2ccccc2C1(O)Cc1ccccc1 (stereo unspecified)
46. COc1ccc(C2=NOC(C)(c3nnc(-c4ccc(F)cc4)o3)C2)cc1 (stereo unspecified)
47. COc1ccc(-c2csc3nc[nH]c(=O)c23)cc1OC
48. O=C(NC(Cc1ccccc1)c1ccc2c(c1)OCCCO2)c1ccc(F)cc1 (stereo unspecified)

compound no.	41	42	43	44	45	46	47	48
CHRM4 PAM	-4	7	8	3	4	4	7	0
M5 PAM	-1	4	2	-1	3	16	3	-6
CHRM4 agonist	3	0	2	0	1	4	1	1
CHRM5 agonist	-1	4	3	-2	-1	-2	-2	-5
CHO-K1 Ca ag	0.8	0.0	0.7	4.1	1.8	-0.1	0.7	0.8
CHO-K1 Ca antag	0	3	-9	2	-10	-10	-11	-9
CHO-K1 Ca PAM	24	-1	22	-4	10	15	-16	30
CHRM4 antagonist	0	-13	-4	-2	-7	-7	-9	-8
M5 antag	9	1	8	0	3	-1	3	3

Source: PubChem BioAssay (The Scripps Research Institute Molecular Screening Center)
